hIAP inh = blocks human intestinal alkaline phosphatase; purified IAP, CDP-Star luminescence, 30 min; hit rate 0.12% among 330,000; inhibition, % at 10 µM; P09923;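 active = inhibition reaching a set limit with compound at 10 µM in the primary screen, cut at about 35% in these data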;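 also: plate controls were DMSO wells with enzyme for no effect and no-enzyme buffer wells for full effect; values of inactives mirror those of a sister screen read the other way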
Target sequence (P09923 whole entry, looked up): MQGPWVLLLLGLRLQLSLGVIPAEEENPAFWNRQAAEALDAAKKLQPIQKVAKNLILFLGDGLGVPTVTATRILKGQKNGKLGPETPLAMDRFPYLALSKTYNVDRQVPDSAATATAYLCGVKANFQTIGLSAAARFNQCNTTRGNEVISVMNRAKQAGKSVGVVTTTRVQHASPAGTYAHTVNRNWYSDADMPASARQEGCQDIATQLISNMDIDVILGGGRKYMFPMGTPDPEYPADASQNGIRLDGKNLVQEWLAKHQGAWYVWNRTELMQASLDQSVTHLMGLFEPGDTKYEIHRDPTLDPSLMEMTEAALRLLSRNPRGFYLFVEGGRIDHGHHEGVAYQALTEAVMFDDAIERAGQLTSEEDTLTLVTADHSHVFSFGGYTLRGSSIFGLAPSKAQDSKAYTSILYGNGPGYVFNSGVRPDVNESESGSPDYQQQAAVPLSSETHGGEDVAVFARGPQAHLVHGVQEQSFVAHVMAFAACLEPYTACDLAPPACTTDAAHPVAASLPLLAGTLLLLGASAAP
mIAP act = increases mouse intestinal alkaline phosphatase activity | muIAP, CDP-Star luminescence, 30 min; stronger effect = higher value; 1 = vehicle-only enzyme signal, 0 = enzyme-free wells | activation factor at 10 µM | hit rate 0.24% among 330,000 | AID 2805;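 active = activation factor of at least 2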; also: the source names both 10 and 20 µM as test concentration; values of inactives mirror those of a sister screen read the other way
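Assay system: mouse IAP enzyme; Reagent: CDP-Star chemiluminescent phosphatase substrate; Compound: DMSO-dissolved test compounds; Incubation: 30 min, room temperature; Technique: luminescence from enzymatic CDP-Star hydrolysis; Controls: DMSO-only wells and no-enzyme negative control.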
ATG4B inh = blocks human ATG4B protease cleavage of LC3 substrate | ATG4B cleavage of LC3-PLA2, NBD-HPC fluorescence, 1 h | Q9Y4P1 | hit rate 0.51% among 340,000 | inhibition, % at 8.33 µM | AID 504462; in the data active = inhibition above about 40%
Target sequence (Q9Y4P1 whole entry, looked up): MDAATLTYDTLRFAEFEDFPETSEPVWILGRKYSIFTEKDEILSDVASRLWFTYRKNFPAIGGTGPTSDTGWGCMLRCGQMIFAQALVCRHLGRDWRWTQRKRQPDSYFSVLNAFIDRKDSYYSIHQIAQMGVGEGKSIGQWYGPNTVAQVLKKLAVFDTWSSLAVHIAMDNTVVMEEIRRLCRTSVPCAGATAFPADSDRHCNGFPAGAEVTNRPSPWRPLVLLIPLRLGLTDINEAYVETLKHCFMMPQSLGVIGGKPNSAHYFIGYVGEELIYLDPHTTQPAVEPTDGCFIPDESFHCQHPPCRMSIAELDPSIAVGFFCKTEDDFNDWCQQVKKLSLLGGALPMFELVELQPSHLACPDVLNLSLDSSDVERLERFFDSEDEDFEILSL
beta cell repl = inducers of beta-cell replication in MIN6 cells | MIN6 cells proliferation, ATPlite luminescence, 48 h; cells starved in 0.2% serum; 100% = growth in 10% serum | hit rate 0.29% among 330,000 | proliferation, % at 10 µM;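 active = compounds whose signal lies at least 3.5 SD above the mean of all wells on their plate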;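 also: 0% = DMSO-treated cells in low-serum medium and 100% = 10% serum control; some compounds called inactive have numbers as strong as hits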
hIAP act = increases human intestinal alkaline phosphatase activity | P09923 | purified human IAP, CDP-Star luminescence, 30 min; stronger effect = higher value; 1 = vehicle-only enzyme, 0 = enzyme-free background | activation factor at 10 µM | hit rate 0.16% among 330,000 | AID 2524;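 active = activation factor of the enzyme at least 2-fold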; also: the source names both 10 and 20 µM as test concentration; values of inactives mirror those of a sister screen read the other way
APOBEC3A inh = blocks human APOBEC3A ssDNA deamination | recombinant A3A, FAM/TAMRA ssDNA deamination fluorescence | inhibition, % at 20 µM | hit rate 0.41% among 330,000;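 active = at least 40% inhibition at 20 µM here, with at most 30% in a related deaminase screen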;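 also: plate controls were A3A with DMSO for no effect and wells lacking A3A enzyme for full effect; some results filed as inactive read as strong as hits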
MPTP block = blocks calcium-induced mitochondrial swelling. hit rate 1.4% among 360,000. inhibition, % at 10 µM. isolated mouse mitochondria, Ca2+ swelling absorbance, 30 min. AID 602449;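 active = inhibition of 50% or more, scaled per plate between neutral and stimulator controls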;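 also: 0% = DMSO wells given calcium and 100% = 1 mM EGTA wells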
mIAP block = blocks mouse intestinal alkaline phosphatase; purified mouse IAP, CDP-Star luminescence, 30 min; inhibition, % at 10 µM; hit rate 0.2% among 330,000; AID 2806;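 active = inhibition of at least 40% at 10 µM in the primary screen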;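 also: plate controls were DMSO with enzyme for no effect and no enzyme wells for full effect; values of inactives mirror those of a sister screen read the other way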
A3G deaminase = blocks human APOBEC3G single-stranded DNA deamination. inhibition, % at 20 µM. recombinant A3G, ssDNA deamination FAM/TAMRA fluorescence. hit rate 0.28% among 330,000. Q9HC16;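 active = inhibition of at least 40% at 20 µM, with no more than 30% in the related APOBEC3A deaminase screen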;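 also: plate controls were DMSO wells with A3G for no effect and wells lacking A3G enzyme for full effect; some compounds called inactive have numbers as strong as hits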
Starred values were filed as active, the others as inactive; . = not tested or not shown.

SMILES | hIAP inh | mIAP act | ATG4B inh | beta cell repl | hIAP act | APOBEC3A inh | MPTP block | mIAP block | A3G deaminase
CCOP(=O)(c1ccc(N(C)C)cc1)C(O)c1ccc(Cl)cc1 (configuration not stated) | -9 | 1 | -10 | -1 | 1.1 | -1 | 1.5 | -5 | -1
Clc1ccc2oc(-c3cccnc3)nc2c1 | -2 | 1 | -16 | -2 | 1 | -3 | 0.2 | 0 | -6
O=C1N=C(N2CCOCC2)S/C1=C/c1cc2c(cc1[N+](=O)[O-])OCO2 | 4 | 0.95 | 5 | -3 | 0.96 | -3 | 0.3 | 5 | -9
COc1ccc(OC)c(C(=O)N2CCCC(Nc3ccc(F)cc3)C2)c1 (configuration not stated) | -2 | 1 | 0 | 5 | 1 | 17 | -0.2 | -4 | -9
COC(=O)c1ccc(C(=O)OC)c(NC(=O)COC(=O)C2CCCCC2)c1 | 0 | 0.82 | -4 | -2 | 1 | -1 | -4.1 | 18 | -1
COc1ccc(NC(=O)N(Cc2cc3cc(OC)ccc3[nH]c2=O)CC2CCCO2)cc1 (configuration not stated) | -18 | 1 | -1 | -1 | 1.2 | -5 | -6.5 | 0 | -7
CC(=O)Nc1ccc(S(=O)(=O)Nc2ccc(S(=O)(=O)N3CCCC3)cc2)cc1 | -17 | 0.92 | -2 | 0 | 1.2 | -2 | -1.7 | 8 | -4
CN(C)c1cccc(C(=O)NNC(=O)/C=C/c2cccs2)c1 | -35 | 1 | 12 | -6 | 1.3 | -7 | -2.5 | -4 | -6
COc1cc(OC)cc(C(=O)N[C@H](C(=O)NC2=NCCS2)C(C)C)c1 | -3 | 1 | -12 | 0 | 1 | 1 | 0.1 | -2 | -4
COc1ccc(NC(=O)COC(=O)Cc2c(F)cccc2Cl)cc1OC | -13 | 1 | 6 | 2 | 1.1 | -1 | -0.4 | -2 | -7
COC(=O)c1cccc(Nc2nc(-c3ccncc3)nc3ccccc23)c1 | -1 | 1.1 | -2 | -4 | 1 | 1 | 1.6 | -6 | 5
Cc1ccc(C(=O)NCC(=O)NCc2cc(=O)n(C)c(=O)n2C)cc1 | 18 | 1 | 0 | 0 | 0.82 | -3 | -1.3 | -3 | -6
COc1ccc2occ(C(=O)c3ccc(N)cc3)c2c1 | -11 | 0.97 | -3 | -2 | 1.1 | 0 | 0.7 | 2 | -1
Nn1c(SCC(=O)Nc2ccc3c(c2)OCO3)nnc1-c1ccc(Cl)cc1 | 6 | 1 | -3 | -2 | 0.94 | 1 | 0.3 | -4 | -1
O=C(O)c1csc(-c2cccc(Cl)c2)n1 | 11 | 1 | -5 | -4 | 0.89 | 2 | -0.3 | -1 | -3
COc1ccccc1NC(=O)CSc1nnc(Cc2cc(=O)[nH]c(=O)[nH]2)n1-c1ccccc1 | 7 | 0.86 | -7 | 0 | 0.93 | -1 | 0.7 | 14 | 1
CCOc1ccc(Cc2nnc(SCC(N)=O)n2C)cc1 | 7 | 0.89 | -3 | 2 | 0.93 | 2 | -0.3 | 11 | -5
CN1[C@@H]2CC[C@H]1CC(OC(=O)c1c[nH]c3ccccc13)C2 (some centres not stated) | -17 | 1.1 | -3 | 0 | 1.2 | 4 | -1.7 | -10 | -2
COc1ccc(Cc2nc3ccc(C(=O)NCCc4cccc(C)n4)cc3o2)cc1 | -10 | 0.99 | 9 | 1 | 1.1 | -7 | -0.4 | 1 | -6
Cc1ccc(Cn2ncc(Cl)c(Cl)c2=O)cc1 | 4 | 0.96 | 6 | -5 | 0.96 | -2 | 2.6 | 4 | -5
CC(=O)Nc1cccc(NC(=O)CSc2nccn2Cc2ccco2)c1 | 20 | 1 | -8 | 0 | 0.8 | 0 | -0.3 | -3 | 3
CCOc1ccc(C2C(C#N)=C(N)Oc3cc(O)ccc32)cc1OCC (configuration not stated) | 11 | 1 | -7 | -1 | 0.89 | -4 | 0.3 | -4 | -10
COc1cc(C2c3c(-c4cc(C)cc(C)c4O)n[nH]c3C(=O)N2CCCO)cc(OC)c1OC (configuration not stated) | -37 | 0.92 | -20 | 0 | 1.4 | -1 | 0.2 | 8 | -3
O=[N+]([O-])c1ccc(SCc2c(F)cccc2Cl)nc1 | 1 | 0.98 | 13 | 2 | 0.99 | 2 | -0.5 | 2 | -9
NCCCCCc1nnc(SC/C=C/c2ccccc2)o1 | -24 | 1.1 | -8 | -2 | 1.2 | -4 | 3.6 | -7 | -4
COc1ccc(NC(=O)c2sc(N)nc2-c2ccccc2)cc1 | 2 | 1 | -7 | -2 | 0.98 | -2 | -2.8 | -3 | -3
O=C(COc1cccc(F)c1)Oc1ccc(C(=O)c2ccccc2)cc1 | -11 | 1.1 | 9 | -2 | 1.1 | -2 | 1.7 | -9 | -8
O=C(Nc1ccc(Cl)cc1)N1CCN(c2ccc3nnc(-c4ccc(F)cc4)n3n2)CC1 | 16 | 0.96 | -13 | -6 | 0.84 | -2 | 18 | 4 | -6
Cc1ccc(Cl)cc1N(CC(=O)N1CCCCCC1)S(C)(=O)=O | 17 | 1 | -10 | -3 | 0.83 | 1 | 0.7 | -1 | -2
c1ccc2c(-c3csc(-c4ccncc4)n3)c[nH]c2c1 | 13 | 0.96 | -13 | -4 | 0.87 | 2 | 4.2 | 4 | -3
COc1ccc(N2CCN(C(=O)NCc3ccc(C)cc3)CC2)cc1 | -18 | 1.1 | -2 | -2 | 1.2 | 0 | -1.8 | -8 | -4
Cc1onc(-c2ccccc2)c1C(=O)NC(=S)NNC(=O)c1ccccc1O | -84 | 0.72 | -3 | 0 | 1.8 | -4 | 95* | 28 | -12
CCOC(=O)CSc1nc(N2CCOCC2)c2c(c1C#N)CC(C)(C)OC2 | -12 | 0.91 | 0 | 1 | 1.1 | -1 | -0.9 | 10 | -8
O=C1CSC(c2cccc([N+](=O)[O-])c2)N1CCc1ccccc1 (configuration not stated) | 4 | 0.99 | 2 | -2 | 0.96 | -6 | 0.9 | 1 | -8
Nc1cccc(-c2ccc(CO)o2)c1 | -4 | 0.93 | 1 | -1 | 1 | -4 | 1.1 | 7 | -4
CCc1nn(CC(=O)NCCN2CCN(C)CC2)c(=O)c2cc3c(OC)cccc3n12 | -9 | 1.1 | -2 | -3 | 1.1 | 4 | -2.9 | -6 | -1

Single values from the list.
`CCc1nn(CC(=O)NCCN2CCN(C)CC2)c(=O)c2cc3c(OC)cccc3n12` in ATG4B inh → -2
`COc1ccc(N2CCN(C(=O)NCc3ccc(C)cc3)CC2)cc1` in hIAP inh → -18
`O=C1CSC(c2cccc([N+](=O)[O-])c2)N1CCc1ccccc1` (configuration not stated) in A3G deaminase → -8
`NCCCCCc1nnc(SC/C=C/c2ccccc2)o1` in mIAP act → 1.1
`c1ccc2c(-c3csc(-c4ccncc4)n3)c[nH]c2c1` in hIAP inh → 13

Two compounds from above, limited to A3G deaminase, mIAP block and hIAP inh:
mol,A3G deaminase,mIAP block,hIAP inh
COc1ccc2occ(C(=O)c3ccc(N)cc3)c2c1,-1,2,-11
COC(=O)c1ccc(C(=O)OC)c(NC(=O)COC(=O)C2CCCCC2)c1,-1,18,0

7 entries already listed, sorted by the number in A3G deaminase, falling:
SMILES	hIAP inh	mIAP act	ATG4B inh	hIAP act	APOBEC3A inh	MPTP block	mIAP block	A3G deaminase
COc1ccc2occ(C(=O)c3ccc(N)cc3)c2c1	-11	0.97	-3	1.1	0	0.7	2	-1
CN1[C@@H]2CC[C@H]1CC(OC(=O)c1c[nH]c3ccccc13)C2 (some centres not stated)	-17	1.1	-3	1.2	4	-1.7	-10	-2
COc1cc(C2c3c(-c4cc(C)cc(C)c4O)n[nH]c3C(=O)N2CCCO)cc(OC)c1OC (configuration not stated)	-37	0.92	-20	1.4	-1	0.2	8	-3
NCCCCCc1nnc(SC/C=C/c2ccccc2)o1	-24	1.1	-8	1.2	-4	3.6	-7	-4
Cc1ccc(Cn2ncc(Cl)c(Cl)c2=O)cc1	4	0.96	6	0.96	-2	2.6	4	-5
O=C(Nc1ccc(Cl)cc1)N1CCN(c2ccc3nnc(-c4ccc(F)cc4)n3n2)CC1	16	0.96	-13	0.84	-2	18	4	-6
COc1ccc(NC(=O)COC(=O)Cc2c(F)cccc2Cl)cc1OC	-13	1	6	1.1	-1	-0.4	-2	-7

Further results follow:
SMILES | hIAP inh | mIAP act | ATG4B inh | beta cell repl | hIAP act | APOBEC3A inh | MPTP block | mIAP block | A3G deaminase
O=C1NC2(CCCc3ccccc32)C(=O)N1CCOc1ccc(Br)cc1 (configuration not stated) | 2 | 1.1 | -3 | -2 | 0.98 | -1 | -8.4 | -8 | -4
COc1ccc(CCC(=O)O)c(O)c1 | 3 | 0.78 | -6 | 3 | 0.97 | 2 | -1.7 | 22 | -3
Cc1ccc(/C=N/NC(=O)CN2CCN(Cc3ccccc3Cl)CC2)o1 | 9 | 1.1 | -15 | 0 | 0.91 | 3 | 1.3 | -10 | 10
Cc1nc2ccccc2n1CC(=O)OCC(=O)NCCc1ccccc1 | 3 | 0.97 | -6 | 1 | 0.97 | 9 | -0.4 | 3 | 10
Cc1ccc(S(=O)(=O)Nc2cc(C(F)(F)F)ccc2N2CCOCC2)cc1C | -1 | 0.94 | -5 | -1 | 1 | -2 | -1.2 | 6 | -2
COc1ccc(-c2ccc(CCC(=O)O)n2NC(=O)c2ccc(C(C)(C)C)cc2)cc1 | 0 | 0.97 | -1 | 1 | 1 | -1 | 0.7 | 3 | -8
CN(C)c1ncnc(N(C)C)c1[N+](=O)[O-] | 9 | 0.88 | 3 | -1 | 0.91 | 4 | 5.2 | 12 | 1
COc1ccc(C2=NN3C(C2)c2ccccc2OC3c2cccs2)cc1 (configuration not stated) | -13 | 1 | 6 | -4 | 1.1 | 10 | -0.2 | -4 | -7
O=C(NCc1ccccc1)NC1CCCCC1 | -12 | 1 | 4 | -3 | 1.1 | 0 | -0.6 | -2 | -2
CC(C)CCN(C(=O)COc1ccc(C#N)cc1)c1c(N)n(Cc2ccccc2)c(=O)[nH]c1=O | 11 | 1 | . | -3 | 0.89 | 1 | . | 0 | -5
COc1ccc(C2C3(C#N)C(N)=NC(OC)(OC)C23C#N)cc1 (configuration not stated) | 4 | 0.97 | 4 | 4 | 0.96 | -3 | 0.1 | 2 | -10
CCN(CC)CCCOc1ccc(Cl)c(Cl)c1 | -11 | 1 | 7 | 0 | 1.1 | -1 | -0.3 | -5 | -1
CCC(OC(=O)CC1Sc2ccccc2NC1=O)C(=O)NCC1CCCO1 (configuration not stated) | -19 | 0.97 | -6 | -1 | 1.2 | -5 | 0.3 | 3 | -9
CCOC(=O)C1=C(CSc2nc(C)ccc2C#N)OC(N)=C(C#N)C1c1cccc(OC)c1OC (configuration not stated) | 25 | 1.5 | -1 | -2 | 0.75 | -6 | 2.4 | -46 | 8
COc1ccc(-c2oc3ccc(N4CCOCC4)cc3c2C#Cc2ccc(N)cc2)cc1 | 7 | 1.1 | 2 | -9 | 0.93 | -2 | 2.0 | -15 | -10
CC1Cc2ccccc2N1C(=O)COC(=O)CCc1nc2ccccc2c(=O)[nH]1 (configuration not stated) | -1 | 0.96 | -9 | -1 | 1 | 1 | -1.0 | 4 | -2
Cc1cc(=O)[nH]c(N2CCN(Cc3ccccc3)CC2)n1 | 17 | 1 | -4 | -1 | 0.83 | 0 | -1.6 | 0 | -8
CCN(CC(=O)Nc1ccccc1C(F)(F)F)C(=O)c1ccc2c(=O)n3c(nc2c1)CCC3 | -7 | 1 | -6 | 2 | 1.1 | 0 | -2.9 | -4 | -9
COc1cc(/C=N/NC(=O)Cc2ccccc2)cc([N+](=O)[O-])c1O | 0 | 0.98 | 0 | 1 | 1 | -6 | 0.8 | 2 | 1
